Compound activity: PubChem BioAssay, The Scripps Research Institute Molecular Screening Center
pPAFAH inh = inhibitors of human plasma PAF acetylhydrolase (pPAFAH) | Q13093 | recombinant pPAFAH, FP-rhodamine probe fluorescence polarization | inhibition, % at 3.39 µM | 330,000 tested, 1.5% active | AID 463082;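 active means inhibition above the mean inhibition across the screen plus 3 SD, cut at about 25% in these data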;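 further: inhibitors block binding of the rhodamine activity-based probe so polarization drops; 0% = enzyme with DMSO and 100% = wells lacking pPAFAH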
PAD4 FP inh = blocks human protein arginine deiminase 4. recombinant PAD4, RCA probe fluorescence polarization. Q9UM07. AID 485272. 330,000 tested, 0.41% active. inhibition, % at 6.36 µM;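 active means percent inhibition above a cutoff equal to the mean of all tested compounds plus 3 SD, cut at about 15% in these data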;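 further: 0% = PAD4 with RCA probe and DMSO and 100% = probe without PAD4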
Target sequence (Q9UM07 whole entry, looked up): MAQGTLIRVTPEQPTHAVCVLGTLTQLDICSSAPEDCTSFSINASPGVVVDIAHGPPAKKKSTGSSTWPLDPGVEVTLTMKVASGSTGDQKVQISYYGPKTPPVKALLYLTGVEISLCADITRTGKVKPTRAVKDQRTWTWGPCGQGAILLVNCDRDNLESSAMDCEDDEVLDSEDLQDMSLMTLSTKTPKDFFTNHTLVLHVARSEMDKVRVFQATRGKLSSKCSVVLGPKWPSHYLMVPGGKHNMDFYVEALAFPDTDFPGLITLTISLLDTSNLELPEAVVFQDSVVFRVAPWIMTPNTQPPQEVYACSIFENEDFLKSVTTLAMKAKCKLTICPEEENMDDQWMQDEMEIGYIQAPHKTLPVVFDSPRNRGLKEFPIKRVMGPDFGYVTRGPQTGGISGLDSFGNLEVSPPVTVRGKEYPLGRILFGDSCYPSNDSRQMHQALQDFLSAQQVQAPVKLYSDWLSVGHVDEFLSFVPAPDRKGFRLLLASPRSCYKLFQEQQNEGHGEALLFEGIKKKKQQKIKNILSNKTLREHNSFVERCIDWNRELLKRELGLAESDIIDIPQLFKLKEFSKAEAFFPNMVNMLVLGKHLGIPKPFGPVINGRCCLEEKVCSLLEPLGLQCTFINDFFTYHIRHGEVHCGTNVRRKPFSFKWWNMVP
PAFAH1B3 inh = PAFAH1B3 (human) inhibition. Q15102. recombinant PAFAH1B3, FP-rhodamine probe, fluorescence polarization. inhibition, % at 3.39 µM. 340,000 tested, 0.28% active. AID 492972;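 active means inhibition above the screen-wide average of all tested compounds plus 3 SD, cut at about 25% in these data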;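 further: 0% = enzyme with DMSO only and 100% = wells lacking PAFAH1B3 protein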
PAFAH1B2 inh = inhibitors of human PAFAH1B2; P68402; recombinant PAFAH1B2, FP-rhodamine activity probe, fluorescence polarization; inhibition, % at 3.39 µM; 340,000 tested, 1.2% active; AID 492953;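 active means inhibition above the mean of all tested compounds plus 3 SD, cut at about 24% in these data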;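 further: 0% = enzyme with DMSO and 100% = wells lacking PAFAH1B2; many of its hits are not listed in these tables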
PAFAH2 inh = inhibitors of human PAFAH2. Q99487. recombinant PAFAH2, FP-rhodamine activity probe, fluorescence polarization. inhibition, % at 3.39 µM. 340,000 tested, 0.99% active. AID 492956;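 active means inhibition above the mean over all tested compounds plus 3 SD, cut at about 30% in these data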;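 further: inhibitors block probe labeling of enzyme so polarization drops; 0% = enzyme with DMSO and 100% = wells lacking PAFAH2 protein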
Numbers without * were called inactive; / = not tested or not shown. An excerpt; the hit share may differ from the screen's.

Screens in order – pPAFAH inh	PAD4 FP inh	PAFAH1B3 inh	PAFAH1B2 inh	PAFAH2 inh
CC[C@]12CC[C@H](O)CC1=CCC1C2CC[C@]2(C)C(=O)CCC12 (stereo partly specified)
    5	4	/	/	/
C[C@]12CCC3C(CC[C@H]4C[C@@H](O)CC[C@]34C)C1CC[C@@]2(O)C(F)(F)F (stereo partly specified)
    0	4	/	/	/
CC(C)[C@H]1CC2C3CC=C4C[C@@H](O)CC[C@]4(C)C3CC[C@]2(C)[C@H]1O (stereo partly specified)
    -1	5	/	/	/
CCOc1ccc(-c2cc(C(=O)N3CCC4(CC3)OCCO4)c3ccccc3n2)cc1
    /	/	3	4	5
CCCC1CCCCC12C(=O)NC(=O)NC2=O (stereo unspecified)
    /	/	13	4	5
CC1=C2CCC3C(CCC4=CC(=O)CCC43C)C2CC1 (stereo unspecified)
    /	/	3	2	2
C=CCC1(CCCCC)C(=O)NC(=S)NC1=O
    /	/	6	6	3
CCC1(NS(=O)(=O)c2ccc(N)cc2)C(=O)N(C)C(=O)N(C)C1=O
    /	/	5	-2	-1
CCOP(=O)(OCC)/C(C#N)=C/c1ccoc1
    /	/	0	2	-1
CC12CCC3C(CCC4(O)CC(O)CCC34C=NO)C1(O)CCC2C1=COC(=O)C1 (stereo unspecified)
    /	/	10	6	-1
COc1ccc(-c2ccc3n2Cc2cnnn2-c2ccccc2-3)cc1
    /	/	8	8	11
O=C(O)c1ccc([N+](=O)[O-])c([N+](=O)[O-])c1
    /	/	-1	3	16
O=C(NN=Cc1ccc(N(CCCl)CCCl)cc1)c1cc(=O)[nH]c(=O)[nH]1
    /	/	11	16	9
CC(=O)C1C(N2CC2)CC2C3CCC4=CC(=O)CCC4(C)C3CCC21C (stereo unspecified)
    /	/	6	1	-2
O=C1CC=C2C3CC4N(CCC45c4ccccc4N1C25)CC3=CCO (stereo unspecified)
    /	/	6	1	10
CCn1nc(-c2cccs2)nc2c(=O)n(C)c(=O)nc1-2
    /	/	74*	47*	56*
CC1([N+](=O)[O-])COP(=O)(NCc2cccnc2)OC1 (stereo unspecified)
    /	/	7	3	-9
O=C1NC(=O)C(=Cc2ccc(-c3cc(Cl)ccc3[N+](=O)[O-])o2)C(=O)N1
    /	/	4	7	10
CN(C)c1ccc([N+](=O)[O-])c([N+](=O)[O-])c1
    /	/	7	4	8
CCCCCCC(N)CC(=O)O (stereo unspecified)
    /	/	3	-1	-2
CC1=CC(=Cc2sc3ccccc3[n+]2C)C=C(C)O1
    /	/	4	-1	5
CCOC(=O)c1cnc(N2CC2)nc1N
    /	/	-6	5	2
O=c1ccc2cc(O[C@@H]3O[C@H](CO)[C@@H](O)[C@H](O)[C@H]3O)c(O)cc2o1
    /	/	10	1	1
O=P(NC1CCCCC1)(Oc1ccccc1)Oc1ccccc1
    /	/	5	2	-3
CC12CCC(=O)C=C1CCC1C2CCC2(C)C1CCC2(O)CC#N (stereo unspecified)
    /	/	8	4	-4
O=C(c1ccccc1)C(Cc1ccccc1)N1CCOCC1 (stereo unspecified)
    /	/	2	6	2
Nc1ccc2ccccc2c1
    /	/	1	13	4
CC1=C(O)C(=O)C=C2C1=CC=C1C2(C)CCC2(C)C3CC(C)(C(=O)O)CCC3(C)CCC12C (stereo unspecified)
    /	/	-2	2	12
CC(=O)OC1CC(OC2C(O)CC(OC3C(O)CC(OC4CCC5(C)C(CCC6C5CC(O)C5(C)C(C7=CC(=O)OC7)CCC65O)C4)OC3C)OC2C)OC(C)C1OC1OC(CO)C(O)C(O)C1O (stereo unspecified)
    /	/	4	1	3
O=C1C=CC(=O)C2C1C1(Cl)C(Cl)=C(Cl)C2(Cl)C1(Cl)Cl (stereo unspecified)
    /	/	5	-2	0

The list continues:
Abbreviations: A = pPAFAH inh; B = PAD4 FP inh; C = PAFAH1B3 inh; D = PAFAH1B2 inh; E = PAFAH2 inh
> O=P1(c2ccccc2)Nc2ccccc2N1c1ccccc1 (stereo unspecified)
  A = /	B = /	C = 4	D = 0	E = -6
> CCC1CN1P(=O)(Oc1ccc(Cl)cc1)N1CC1CC (stereo unspecified)
  A = /	B = /	C = 1	D = 9	E = -1
> Cc1ccc(NC(=O)c2ncn(CCCNCCN3CCOCC3)n2)cc1C
  A = /	B = /	C = 7	D = 2	E = -7
> CC1(O)CCC2C3CCC4=CC(=O)CCC4=C3C=CC21C (stereo unspecified)
  A = /	B = /	C = 3	D = 7	E = -7
> COC(=O)C(NC(=S)N1CC2C[C@@H](C1)Cn1c2cccc1=O)C(C)C (stereo partly specified)
  A = /	B = /	C = 5	D = 2	E = -1
> COc1ccc(CC(=O)C2C(=O)N(C)c3ccccc32)cc1OC (stereo unspecified)
  A = /	B = /	C = -2	D = 0	E = 6
> CC12CCC(=O)C=C1C=CC1C2CCC2(C)C(O)CCC12 (stereo unspecified)
  A = /	B = /	C = 9	D = 1	E = 1
> Oc1ccc(C[C@H]2NCCc3cc(O)c(O)cc32)cc1O
  A = /	B = /	C = 5	D = 2	E = 1
> Oc1ccc(Cl)cc1Cc1ccccc1
  A = /	B = /	C = 3	D = 1	E = -7
> ClCCN1CCSCC1
  A = /	B = /	C = 1	D = 5	E = 0
> COC(=O)NC(=S)Nc1ccccc1NC(=S)NC(=O)OC
  A = /	B = /	C = 6	D = 11	E = 6
> Cc1[nH]c2ccc(OC(F)(F)F)cc2c1CCNCc1ccc(Cl)cc1
  A = /	B = /	C = 9	D = -1	E = -2
> CCOP(=O)(OCC)Oc1cc(C)c(N(C)C)c(C)c1
  A = /	B = /	C = 7	D = 8	E = 4
> CC1CC(C)OP(=O)(OCCC#N)O1 (stereo unspecified)
  A = /	B = /	C = 1	D = 5	E = -4
> CC=C(C)C1(CCC)C(=O)NC(=S)NC1=O
  A = /	B = /	C = 3	D = 4	E = 4

A section of the results above:
Abbreviations: A = pPAFAH inh; B = PAD4 FP inh; C = PAFAH1B3 inh; D = PAFAH1B2 inh; E = PAFAH2 inh
> O=P1(c2ccccc2)Nc2ccccc2N1c1ccccc1 (stereo unspecified)
  A = /	B = /	C = 4	D = 0	E = -6
> CCC1CN1P(=O)(Oc1ccc(Cl)cc1)N1CC1CC (stereo unspecified)
  A = /	B = /	C = 1	D = 9	E = -1
> Cc1ccc(NC(=O)c2ncn(CCCNCCN3CCOCC3)n2)cc1C
  A = /	B = /	C = 7	D = 2	E = -7
> CC1(O)CCC2C3CCC4=CC(=O)CCC4=C3C=CC21C (stereo unspecified)
  A = /	B = /	C = 3	D = 7	E = -7
> COC(=O)C(NC(=S)N1CC2C[C@@H](C1)Cn1c2cccc1=O)C(C)C (stereo partly specified)
  A = /	B = /	C = 5	D = 2	E = -1

Back to the main list, repeating the 4 entries before the break.
Abbreviations: A = pPAFAH inh; B = PAD4 FP inh; C = PAFAH1B3 inh; D = PAFAH1B2 inh; E = PAFAH2 inh
> Cc1[nH]c2ccc(OC(F)(F)F)cc2c1CCNCc1ccc(Cl)cc1
  A = /	B = /	C = 9	D = -1	E = -2
> CCOP(=O)(OCC)Oc1cc(C)c(N(C)C)c(C)c1
  A = /	B = /	C = 7	D = 8	E = 4
> CC1CC(C)OP(=O)(OCCC#N)O1 (stereo unspecified)
  A = /	B = /	C = 1	D = 5	E = -4
> CC=C(C)C1(CCC)C(=O)NC(=S)NC1=O
  A = /	B = /	C = 3	D = 4	E = 4
> Clc1ccccc1N1CCN(Cc2ccc3c(c2)OCO3)CC1
  A = /	B = /	C = 14	D = 5	E = 7
> CC(=O)C1CCC2C3CC(O)C4CC(O)CCC4(C)C3CCC12C (stereo unspecified)
  A = /	B = /	C = 5	D = 2	E = 12
> Cc1ccc(Cn2ccccc2=N)cc1
  A = /	B = /	C = 6	D = 3	E = 1
> CCOC(=O)C1C(OC(=O)c2ccccc2)CC2CCC1N2C (stereo unspecified)
  A = /	B = /	C = -2	D = 2	E = 1
> CCCCCC1(C(C)C)C(=O)NC(=S)NC1=O
  A = /	B = /	C = 6	D = 3	E = 7
> COc1cc(C2(C#N)CCN(C)CC2)cc(OC)c1OC
  A = /	B = /	C = 5	D = 0	E = -9
> COC1/C=C/C=C(\C)Cc2cc(O)c(Cl)c(c2)N(C)C(=O)CC(OC(=O)C(C)C)C2(C)OC2C(C)C2CC1(O)NC(=O)O2 (stereo unspecified)
  A = /	B = /	C = 5	D = -2	E = 4
> C[C@@H]1C(=O)O[C@H]2[C@H](O)[C@]34[C@@H]5OC(=O)[C@]3(OC3OC(=O)[C@H](O)C34[C@H](C(C)(C)C)[C@@H]5O)[C@@]12O (stereo partly specified)
  A = /	B = /	C = 3	D = 8	E = 3
> O=C1CC(=O)N(Cc2ccccc2)C(=O)N1Cc1ccccc1
  A = /	B = /	C = 2	D = 0	E = -1
